Screens as filed in PubChem BioAssay.
3CLpro inhibitor = SARS-CoV 3CLpro protease inhibitors, primary screen, biochemical, quenched FRET | recombinant SARS-CoV 3CLpro, quenched FRET peptide cleavage | inhibition, % at 6 µM | Replicase polyprotein 1ab (Severe acute respiratory syndrome coronavirus), P0C6X7 | 0.14% of 290,000 active; in the data active means inhibition above about 12%
VHR inh abs = VHR1 phosphatase inhibitors, primary screen, biochemical, absorbance, uHTS; Dual specificity protein phosphatase 3 (Homo sapiens), P51452; recombinant VHR phosphatase, pNPP absorbance; inhibition, % at 13.3 µM; 0.52% of 290,000 active; in the data active means inhibition above about 50%; further: some compounds called inactive have numbers as strong as hits
Target sequence (P51452 whole entry, looked up): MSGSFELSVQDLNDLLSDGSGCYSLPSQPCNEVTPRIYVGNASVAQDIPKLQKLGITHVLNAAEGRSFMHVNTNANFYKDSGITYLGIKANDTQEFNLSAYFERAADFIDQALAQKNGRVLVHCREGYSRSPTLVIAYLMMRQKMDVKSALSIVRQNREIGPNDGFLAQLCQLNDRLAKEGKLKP
MazF activator = activators of E. coli MazEF toxin-antitoxin RNase, primary screen, biochemical, fluorescence, uHTS; Endoribonuclease toxin MazF (Escherichia coli (strain K12)), P0AE70; activation, % at 20 µM; 0.32% of 350,000 active; AID 504720, 2011; FAM/BHQ RNA-DNA oligo cleavage fluorescence, 5 h; in the data active means activation above about 50%
BoNT A protease = BoNT/A light chain protease inhibitors, primary screen, biochemical, flow cytometry, MLPCN library; Botulinum neurotoxin type A light chain protease (Clostridium botulinum A str. ATCC 3502); multiplex microsphere protease substrate cleavage; inhibition, % at 10 µM; 0.17% of 360,000 active; AID 588499, 2011; further: plate controls were buffer without enzyme for full effect and enzyme alone for no effect
CCHFV vOTU inh = CCHFV vOTU protease inhibitors, primary screen, biochemical, Pep-AMC substrate, fluorescence | Crimean-Congo hemorrhagic fever virus L polyprotein viral ovarian tumor (vOTU) protease … | AID 651958, 2012 | 0.55% of 370,000 active | inhibition, % at 11.5 µM; in the data active means inhibition above about 30%; further: 0% = vehicle wells with enzyme and 100% = no enzyme wells
BoNT-F LC inh = BoNT/F light chain protease inhibitors, primary screen, biochemical, flow cytometry, MLPCN library. AID 588497, 2011. Multiplex microsphere protease cleavage assay. 0.22% of 360,000 active. inhibition, % at 10 µM; in the data active means inhibition above about 35%, passing the limit was not always enough; further: plate controls were buffer without enzyme for full effect and enzyme alone for no effect
SSB-PriA inh = inhibitors of Klebsiella pneumoniae PriA binding to SSB C-terminal tail, primary screen, biochemical, AlphaScreen. PriA–SSB C-terminal tail interaction (Klebsiella pneumoniae). AlphaScreen SSBct-PriA binding, biotinylated peptide. inhibition, % at 33 µM. 0.6% of 430,000 active. AID 1272365, 2023; in the data active means inhibition mostly above about 37%, no sharp cut-off; inactive means mostly below about 20%;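 further: plate controls were negative control peptide for no effect and reference peptide for full effect; strong numbers were not always called active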
Rv3671c protease = Rv3671c serine protease inhibitors, primary screen, biochemical, fluorescence polarization, M. tuberculosis H37Rv | P9WHR9 | inhibition, % at 5.96 µM | 0.048% of 320,000 active; in the data active means inhibition above about 38%;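 further: extracellular domain of Rv3671c used as enzyme; 0% = enzyme with DMSO and 100% = no enzyme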
PrPC surface inh = inhibitors of human cell surface prion protein PrPC, primary screen, cell-based, TR-FRET. 0.43% of 370,000 active. Major prion protein (Homo sapiens), P04156. TR-FRET read-out. AID 720596, 2013. inhibition, % at 13.8 µM; in the data active means inhibition above about 24%; further: 0% = median of the test wells and 100% = reference compound wells
Anthrax LF prot = Bacillus anthracis LF protease inhibitors, primary screen, biochemical, multiplex microsphere, MLPCN library. Lethal factor (Bacillus anthracis), P15917. multiplex microsphere protease cleavage assay. inhibition, % at 10 µM. 0.12% of 360,000 active. AID 588501, 2011; further: plate controls were buffer without enzyme for full effect and enzyme alone for no effect
Target sequence (P15917 whole entry, looked up): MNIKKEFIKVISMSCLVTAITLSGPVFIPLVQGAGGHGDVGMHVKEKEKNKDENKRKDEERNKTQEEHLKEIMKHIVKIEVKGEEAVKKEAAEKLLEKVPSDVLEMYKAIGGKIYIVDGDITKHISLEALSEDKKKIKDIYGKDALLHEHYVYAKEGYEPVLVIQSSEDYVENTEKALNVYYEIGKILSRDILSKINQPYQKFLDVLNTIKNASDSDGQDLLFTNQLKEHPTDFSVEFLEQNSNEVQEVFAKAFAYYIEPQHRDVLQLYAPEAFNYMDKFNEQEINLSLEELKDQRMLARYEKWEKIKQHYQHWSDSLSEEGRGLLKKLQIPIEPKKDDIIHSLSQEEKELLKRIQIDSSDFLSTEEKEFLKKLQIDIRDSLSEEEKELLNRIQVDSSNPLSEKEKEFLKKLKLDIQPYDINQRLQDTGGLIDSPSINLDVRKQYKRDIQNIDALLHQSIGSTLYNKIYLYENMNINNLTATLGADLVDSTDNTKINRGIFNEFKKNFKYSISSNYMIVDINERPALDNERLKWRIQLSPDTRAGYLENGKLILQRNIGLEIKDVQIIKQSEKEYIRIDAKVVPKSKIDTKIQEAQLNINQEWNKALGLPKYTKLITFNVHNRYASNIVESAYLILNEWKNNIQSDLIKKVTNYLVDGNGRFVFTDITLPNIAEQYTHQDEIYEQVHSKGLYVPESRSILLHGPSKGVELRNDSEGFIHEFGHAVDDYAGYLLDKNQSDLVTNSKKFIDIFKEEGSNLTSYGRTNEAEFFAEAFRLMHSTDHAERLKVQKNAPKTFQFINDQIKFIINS
* = called active by the depositor; · = no result given; & = joins results of further samples. Unless noted, no stated cut-off is given here; in the data, active means inhibition above about 30%; inconclusive means no clear call, values can overlap the other calls; inactive means below that.

SMILES | 3CLpro inhibitor | VHR inh abs | MazF activator | BoNT A protease | CCHFV vOTU inh | BoNT-F LC inh | SSB-PriA inh | Rv3671c protease | PrPC surface inh | Anthrax LF prot
c1ccc(Oc2ncnc3sccc23)cc1 | 4 | 19 | -6 | 0.0 | -15 | 2 | -13 | 1 | -6 | -2
COc1ccc(Cc2nc3ccc(S(=O)(=O)N4CCOCC4)cc3[nH]2)cc1 | 3 | 19 | 4 | -0.4 | -11 | 1 | -1 | 7 | 8 | -1
CCOc1cc(C(=O)NCC2CCCO2)cc(OCC)c1OCC (centres undefined) | -8 | 6 | -3 | -0.1 | 6 | -5 | 5 | -4 | 8 | -2
CC#Cc1cc2c(cc1O)CCC1C2CCC2(C)C(O)CCC12 (centres undefined) | · | · | -1 | -0.7 | 7 | -6 | -3 | · | 16 | -2
Cc1cc(NC(=O)c2cc(-c3ccc(C)c(C)c3)nc3ccccc23)no1 | -3 | 5 | 4 | -0.2 | -22 | -8 | -2 | -25 | -5 | 2
O=C(CN1CCCCC1)c1ccccc1Cl | -1 | 2 | 15 | 0.9 | -2 | 13 | 0 | -2 | 2 | 2
CCN(Cc1ccccc1)C(=O)COC(=O)c1cc(=O)[nH]c2ccccc12 | 1 | 6 | -22 | 0.3 | -8 | -14 | 4 | 4 | 4 | -1
Cc1ccc2c(=O)n3c(nc2c1)C(CC(C)C)NC(=O)c1cccnc1-3 (centres undefined) | · | · | 7 | -0.4 | -3 | -9 | · | · | 0 | -3
CNc1nc(N)c(C(=O)Nc2cc(C)on2)s1 | 4 | 4 | -12 | -1.1 | 5 | 4 | -5 | 6 | 8 | -1
Cc1ccc(NC(=O)CNCc2ccc(Cl)cc2Cl)cc1S(=O)(=O)N(C)C | 4 | -15 | 6 | -2.3 | 7 | 0 | -15 | 0 | -9 | -2
O=C(CCS(=O)(=O)c1ccccc1)N(CCCN1CCOCC1)c1nc2ccccc2s1 | · | · | -6 | -6.7 | -5 | -8 | -3 | 6 | -6 | -6
COc1ccc(-c2nnc(-c3cc(OC)c(OC)c(OC)c3)o2)cc1OC | -6 | 32 | 4 | -0.7 | -3 | -6 | -14 | -9 | -9 | -11
Cc1ccc(OCCC(=O)OCC(=O)NCCc2ccc(Cl)cc2)cc1 | · | · | 0 | 3.5 | 1 | 9 | -12 | 0 | -4 | 3
O=C(O)C(=O)/C(=C\c1ccsc1)c1ccc2ccccc2n1 | 3 | 2 | -8 | -1.5 | 3 | -7 | -7 | 7 | -5 | -3
Cc1nc(N(C)Cc2ccccc2)c2c(C)c(C)sc2n1 | 2 | 11 | 9 | 2.4 | -1 | 8 | -8 | -6 | -8 | -1
Cc1ccc(NP(=O)(Oc2ccccc2F)Oc2ccccc2F)cc1 | 10 | 0 | -4 | -0.7 | 6 | -8 | -27 | -8 | 5 | -3
CCCCCNC(=O)c1ccccc1SC | -4 | 25 | -3 | -2.0 | -12 | -4 | -4 | -4 | 0 | -2
COc1ccc(NC(=O)Cc2c(F)c(F)c(F)c(F)c2F)cc1OC | -4 | 15 | -1 | -0.6 | 0 | 1 | -3 | -7 | 14 | -3
C[C@H]1CN([C@@H](C)CO)C(=O)CCCn2cc(nn2)CO[C@@H]1CN(C)C(=O)Nc1cccc2ccccc12 | · | · | 1 | 0.2 | 4 | 2 | · | · | 1 | 2
OCCCNc1ncnc2c1ncn2[C@H]1CN(Cc2ccc(-c3ccccc3)cc2)C[C@@H](CO)O1 | · | · | · | 0.3 | 2 | 6 | · | · | 5 | -7
CC(=O)Oc1ccc(N(C(C)=O)S(=O)(=O)c2ccccc2)c2ccccc12 | · | · | -3 | -0.3 | -5 | -1 | · | · | -11 | -1
COc1ccc(NC(=O)CC2SC(=N)N(c3ccccc3)C2=O)c(OC)c1 (centres undefined) | 3 | 26 | 5 | -0.3 | 1 | 0 | -9 | 1 | 4 | 0
CCOc1ccccc1NC(=O)Nc1ccc(Br)cc1C | 5 | 21 | 9 | 0.1 | 0 | 2 | -16 | 3 | 10 | -6
CCOc1ccccc1NC(=O)CSc1nc(=O)n(Cc2ccccn2)c2c1CCC2 | · | · | -1 | · | -2 | · | -26&-5 | -5 | 0 | ·
CC(C(=O)NC1CC(C)(C)NC(C)(C)C1)c1ccc([N+](=O)[O-])cc1 (centres undefined) | 1 | 22 | 2 | -0.1 | 14 | -5 | -6 | -5 | -8 | -1
N#Cc1c(-c2ccc(F)cc2)cc(-c2cccs2)nc1SCC(=O)O | 10 | -2 | -16 | 4.0 | 4 | 26 | -9 | -2 | 0 | 4
COc1ccc(C)cc1S(=O)(=O)NCC(c1ccc2c(c1)OCO2)N1CCOCC1 (centres undefined) | · | · | 2 | · | -7 | · | -19 | 0 | -2 | ·
Nc1nc(N=Nc2ccc(O)cc2)cc(=O)[nH]1 | · | · | -41 | -0.3 | 8 | 2 | · | · | -33 | -1
CC[C@]12C(=O)N(C)C[C@H]([C@@H]3C(=O)N(C)C(=O)[C@@H]31)N2C(=O)c1ccc(C(C)(C)C)cc1 | · | · | 2 | -1.3 | -1 | -2 | 2 | · | -2 | 0
Cc1cc(O)cc2c1C1CCC3(C)C(=O)CCC3C1C=C2 (centres undefined) | · | · | -2 | 0.0 | 6 | 4 | -1 | · | -1 | 0

Whole records, looked up by structure.
Listed for N#Cc1c(-c2ccc(F)cc2)cc(-c2cccs2)nc1SCC(=O)O → 3CLpro inhibitor: 10; VHR inh abs: -2; MazF activator: -16; BoNT A protease: 4.0; CCHFV vOTU inh: 4; BoNT-F LC inh: 26; SSB-PriA inh: -9; Rv3671c protease: -2; PrPC surface inh: 0; Anthrax LF prot: 4
Listed for CCOc1ccccc1NC(=O)Nc1ccc(Br)cc1C → 3CLpro inhibitor: 5; VHR inh abs: 21; MazF activator: 9; BoNT A protease: 0.1; CCHFV vOTU inh: 0; BoNT-F LC inh: 2; SSB-PriA inh: -16; Rv3671c protease: 3; PrPC surface inh: 10; Anthrax LF prot: -6

Next part.
SMILES | 3CLpro inhibitor | VHR inh abs | MazF activator | BoNT A protease | CCHFV vOTU inh | BoNT-F LC inh | SSB-PriA inh | Rv3671c protease | PrPC surface inh | Anthrax LF prot
COCCNC(=O)c1ccccc1NC(=O)c1cc(OC)cc(OC)c1 | -1 | -5 | 11 | -0.4 | 3 | -3 | -5 | -3 | 6 | -1
Cc1cc(=O)[nH]c(Nc2ccccc2C)n1 | -2 | · | 1 | 3.0 | -13 | 6 | 8 | -8 | -8 | 10
CCOCCCN(C(=O)CNC(=O)c1ccco1)C(C(=O)NC1CCCC1)c1cccc(OC)c1 (centres undefined) | 0 | 31 | 11 | -1.3 | -16 | -18 | -9 | -3 | 0 | 10
C=CC[C@H]1C=C[C@@H](C(C(=O)OC)C(=O)OC)CN1C(C)=O | · | · | 4 | -0.6 | -4 | -3 | -21 | · | 1 | -4
CCOC(=O)C1=C(c2ccccc2)NC(=O)NC1c1cc(OC)c(OC)c(OC)c1 (centres undefined) | · | · | -5 | -0.3 | -4 | -2 | -7 | -7 | -6 | -8
CNC(=O)COC(=O)Cc1ccc(Cl)cc1 | 1 | 18 | 1 | -0.4 | -2 | -5 | -14 | 1 | 10 | 0
COc1ccc(OC)c(NC(=O)Cn2c(=O)n(CC(=O)NCc3ccco3)c(=O)c3ccccc32)c1 | 1 | 28 | 5 | -1.4 | -5 | 0 | 2 | 6 | 2 | 6
Cc1nc(Cl)sc1C(=O)Nc1cccc2ccccc12 | 1 | -8 | 4 | 0.2 | 14 | -7 | -13 | -4 | 4 | 1
ON=Cc1cccn1-c1ccccc1 | -2 | 19 | 4 | -1.7 | -2 | -6 | 6 | -2 | -7 | -5
N#Cc1ccccc1S(=O)(=O)N1CCN(C(=O)CCNS(=O)(=O)c2ccc(Cl)cc2)CC1 | · | · | 0 | -0.4 | 2 | -5 | -5 | · | -8 | -6
Clc1ncc(Cn2cccn2)s1 | 2 | 13 | -1 | -0.1 | 7 | -4 | -10 | 5 | -5 | -3
CC(=O)NC(Cc1ccc(F)cc1)C(=O)N1CCN(C(=O)NCc2ccccc2)CC1 (centres undefined) | -3 | 13 | 1 | -0.9 | -17 | -1 | -3 | 2 | 12 | -6
COc1ccc(C(CNC(=O)c2cccc(S(=O)(=O)N3CCCC3)c2)N2CCCC2)cc1 (centres undefined) | · | · | 1 | -23 | 10 | 14 | -18 | -2 | 0 | -4
COc1ccc(-c2cc(C)no2)cc1S(=O)(=O)N1CCOc2ccccc21 | 1 | 14 | -16 | 0.1 | 5 | -18 | -2 | -8 | 3 | -4
OCC1(CCc2ccccc2)CCCN(CCCc2ccccc2)C1 (centres undefined) | -3 | -6 | 5 | · | -3 | · | -1 | -2 | 5 | ·
c1ccc(C2OCC3(CO2)COC(c2ccccc2)OC3)cc1 (centres undefined) | 0 | 1 | 9 | -0.9 | 4 | 5 | -12 | 5 | -3 | 1
CCCN(CC(=O)Nc1ccccc1C)C(=O)c1ccc2c(c1)S(=O)(=O)N=C1CCCCCN12 | · | · | 5 | -0.6 | 7 | -5 | -14 | 0 | -10 | -8
COc1cc(C(=O)NNC(=O)COc2ccc(Br)cc2)ccc1OCC(=O)N1CCOCC1 | · | · | 4 | -0.1 | -8 | -8 | -7 | · | -3 | 1
Cc1ccccc1NC1=C(Cl)C(=O)OC1OC(C)C (centres undefined) | 5 | 35 | -1 | 0.0 | -9 | 7 | -15 | -1 | 0 | 6
Nc1ccc(N2CCOCC2)c(S(=O)(=O)Nc2ccccc2Cl)c1 | · | · | -2 | -0.5 | 13 | -13 | -3 | 7 | 0 | -3
CCCn1nnnc1NC(=O)c1ccc(C)cc1Cl | 0 | 25 | 5 | 0.4 | 15 | 6 | -13 | -2 | 3 | 3
Cc1nn2c(-c3ccncc3)ccnc2c1Cl | -2 | 6 | 3 | 0.4 | -7 | 4 | 4 | 8 | -5 | 1
O=C(CC1Oc2ccccc2NC1=O)NCCCN1CCCC1=O (centres undefined) | 1 | 34 | -2 | 0.1 | -5 | 2 | 4 | -2 | -2 | -1
OCCCCNCc1ccc(OCc2ccc(Cl)cc2Cl)cc1 | -2 | -1 | 15 | -1.4 | 19 | -34 | -9 | 2 | -11 | -4
COc1cc(CNc2ncnc3c2ncn3[C@H]2CN(Cc3ccncc3)C[C@@H](CO)O2)cc(OC)c1OC | · | · | · | 0.2 | 6 | 0 | · | · | -2 | 3
CC(=O)c1c(C)[nH]c(C(=O)NCCc2ccc(Cl)cc2)c1C | -2 | 14 | 2 | -0.8 | 1 | 4 | 3 | -4 | -2 | -3
COc1cc(C(C(=O)NC2CCCC2)N(Cc2ccccc2)C(=O)c2snc(C(N)=O)c2N)ccc1O (centres undefined) | -6 | 39 | -19 | 0.9 | 6 | -2 | 5 | -9 | -5 | -1
COc1ccccc1CNC(=O)COC(=O)c1ccccc1SCC(=O)N1CCCC1 | · | · | 6 | 0.5 | 0 | -3 | -3 | -8 | -4 | -2
Cc1ccc(C)c(NC(=O)CCN2CC(C)OC(C)C2)c1 (centres undefined) | 2 | 7 | 3 | -0.4 | 16 | 0 | -12 | -6 | 3 | -2

Not all compounds are listed. The share of hits here may be higher or lower than overall.
